PrPC surface inh: inhibitors of human cell surface prion protein PrPC, primary screen, cell-based, TR-FRET. Major prion protein (Homo sapiens), P04156. TR-FRET read-out. inhibition, % at 13.8 µM. actives 0.43% (n = 370,000). AID 720596, 2013; in the data active means inhibition above about 24%; further: 0% = median of the test wells and 100% = reference compound wells
CCHF vOTU inh: CCHFV vOTU protease inhibitors, primary screen, biochemical, Pep-AMC substrate, fluorescence; Crimean-Congo hemorrhagic fever virus L polyprotein viral ovarian tumor (vOTU) protease …; inhibition, % at 11.5 µM; actives 0.55% (n = 370,000); AID 651958, 2012; in the data active means inhibition above about 30%; further: 0% = vehicle wells with enzyme and 100% = no enzyme wells
TcdB inh: TcdB glycohydrolase inhibitors, primary screen, biochemical, single point, plate reader; Toxin B (Clostridioides difficile), P18177; TcdB glycohydrolase enzymatic assay; inhibition, % at 9.99 µM; actives 0.24% (n = 350,000); in the data active means inhibition above about 10%
* marks the source's active call; other numbers are inactive results; & = joins results of further samples. Not all compounds are listed; rates above refer to the full screens.

(1) CN(Cc1cn(Cc2cccc(Cl)c2)nn1)C1CN(Cc2cn(Cc3cccc(Cl)c3)nn2)S(=O)(=O)C1 (stereo unspecified)
(2) COc1cc(OC)cc(-c2c(Sc3ccccc3)c3cc(-c4cnc(N5CCOCC5)nc4)ccc3n2C)c1
(3) CC1CN(C(=O)c2ccccc2)CCC1=NO (stereo unspecified)
(4) Cc1cccc(C)c1-n1nnnc1C(C1CC1)N1CCC2(CC1)C(=O)NCN2c1ccccc1 (stereo unspecified)
(5) CO[C@@H]1CN(C)C(=O)c2cc(NC(=O)Nc3cc(F)ccc3F)ccc2OC[C@H](C)N(C(=O)c2cnccn2)C[C@@H]1C
(6) Nc1[nH]c(C(=O)c2ccc(Br)cc2)c(-c2ccccc2Cl)c1C(=O)NCCc1c[nH]c2ccccc12
(7) COC(=O)c1ccc2nc(C3CCCCC3)c(Cc3ccccc3)n2c1
(8) N#Cc1ccc(-c2nc3ccc(Cl)cn3c2Cc2ccccc2)cc1
(9) Cc1cc(Br)cn2c(Cc3ccccc3)c(C3CCCCC3)nc12
(10) O=C(NCCN1CCC(n2c(=O)[nH]c3ccccc32)CC1)c1ccc(F)cc1Cl

assay / compound,1,2,3,4,5,6,7,8,9,10
PrPC surface inh,-2,-6,-5,2,0,-1,3,-4,5,-13
CCHF vOTU inh,10,9,7,10,-7,9,10,-2,7,-6
TcdB inh,1.7,0.4,0.5,0.4,-2.3&1.2,-1.0,0.2,0.3,0.3,2.0

Complete entries as entered above. Screens in order: PrPC surface inh, CCHF vOTU inh, TcdB inh
Record of `N#Cc1ccc(-c2nc3ccc(Cl)cn3c2Cc2ccccc2)cc1` = -4, -2, 0.3
Record of `CO[C@@H]1CN(C)C(=O)c2cc(NC(=O)Nc3cc(F)ccc3F)ccc2OC[C@H](C)N(C(=O)c2cnccn2)C[C@@H]1C` = 0, -7, -2.3&1.2
Record of `CN(Cc1cn(Cc2cccc(Cl)c2)nn1)C1CN(Cc2cn(Cc3cccc(Cl)c3)nn2)S(=O)(=O)C1` (stereo unspecified) = -2, 10, 1.7
Record of `Cc1cc(Br)cn2c(Cc3ccccc3)c(C3CCCCC3)nc12` = 5, 7, 0.3
Record of `Nc1[nH]c(C(=O)c2ccc(Br)cc2)c(-c2ccccc2Cl)c1C(=O)NCCc1c[nH]c2ccccc12` = -1, 9, -1.0

Later entries
(11) CN1C(=O)CN2CCc3ccccc3C2c2cc(Cl)ccc21 (stereo unspecified)
(12) CC(C)C[C@H]1COc2c(Cl)cccc2S(=O)(=O)N1Cc1ccc(F)cc1F
(13) O=C(NCc1ccccc1)C(c1ccco1)N1CCN(C(=O)C2CCCO2)CC1 (stereo unspecified)
(14) CN[C@@H](CO)C(=O)NC[C@H]1O[C@@H](n2cnc3c(=O)[nH]c(N)nc32)[C@H](O)[C@@H]1O
(15) COC(=O)c1cc2c(c3c4cc(OC)ccc4n(S(=O)(=O)c4ccc(F)cc4)c13)C(=O)N(C)C2
(16) CCC(c1nnnn1-c1ccc2c(c1)OCCO2)N1CCN(c2ncccc2C(F)(F)F)CC1 (stereo unspecified)
(17) Cc1cc2c(nc1C)CCCN2S(=O)(=O)c1ccccc1
(18) O=C1NCN(c2ccccc2)C12CCN(C(c1nnnn1C1CCCC1)C1CC1)CC2 (stereo unspecified)
(19) O=S1(=O)C[C@@H](N2CCN(CCO)CC2)[C@H](COCc2ccccc2)N1
(20) CCCCc1c(-c2cccc(F)c2)ncn1CCc1ccccc1OC

assay / compound,11,12,13,14,15,16,17,18,19,20
PrPC surface inh,-14,5,-6,-1,5,8&2,-4,1,-5,7
CCHF vOTU inh,0,21,1,0,10,7&4,1,-2,-1,21
TcdB inh,0.7,1.4,-0.3,0.4,-0.6,1.6&0.2,4.3,-1.6,0.1,0.4

(21) COC(=O)C1=C(C)N(C)C(=NCc2ccc(C(F)(F)F)cc2)NC1c1ccc(F)cc1 (stereo unspecified)
(22) COc1ccc(C(C(=O)NC2CCCC2)n2c(Cc3cc(F)cc(F)c3)nc3ccccc32)cc1 (stereo unspecified)
(23) C[C@H]1[C@H](c2ccccc2)Oc2cccc(NCCc3ccccc3)c2S(=O)(=O)N1Cc1cccc(F)c1
(24) COC(=O)Cn1c2ccccc2c(=O)n1C(C)CBr (stereo unspecified)
(25) CCOC(=O)C1CSCCS(=O)(=O)N1Cc1ccccc1F (stereo unspecified)
(26) Cc1ccccc1C(=O)N[C@H](C(=O)N1CCC[C@H]1C(=O)NC1CCCC1)C1CCCCC1
(27) C[C@@H](NC(=O)[C@@H]1CCCN1C(=O)[C@@H]1CCCN1C(=O)c1cccc2ccccc12)c1ccccc1
(28) C[C@@H]1COc2cccc(N3CCN(C)CC3)c2S(=O)(=O)N1
(29) CCOC(=O)[C@]12Cc3cc(C)ccc3[C@H]1N(Cc1ccccc1)C(=O)c1cc(F)c(F)cc12
(30) Cc1ccc(Cl)cc1NC(=O)N(C)CCOC(=O)Nc1cccc(Cl)c1

assay / compound,21,22,23,24,25,26,27,28,29,30
PrPC surface inh,-19,8,4,-2,-3,4,-10,5,8,4
CCHF vOTU inh,21,-4,4,-41,11,-4,13,-2,-1,7
TcdB inh,1.4,1.1,0.9,0.3,1.6,1.8,0.9,0.2,0.0,1.5

The closing 4 entries of the part above lead into the next:
(27) C[C@@H](NC(=O)[C@@H]1CCCN1C(=O)[C@@H]1CCCN1C(=O)c1cccc2ccccc12)c1ccccc1
(28) C[C@@H]1COc2cccc(N3CCN(C)CC3)c2S(=O)(=O)N1
(29) CCOC(=O)[C@]12Cc3cc(C)ccc3[C@H]1N(Cc1ccccc1)C(=O)c1cc(F)c(F)cc12
(30) Cc1ccc(Cl)cc1NC(=O)N(C)CCOC(=O)Nc1cccc(Cl)c1
(31) O=C(NCc1ccccc1)c1[nH]c(C(F)(F)F)nc1-c1ccccc1
(32) O=C(NCC(F)(F)F)[C@H]1O[C@@H](n2ccc(=O)[nH]c2=O)[C@H](O)[C@@H]1O
(33) COc1ccc(NC(=O)C(c2ccc(C#N)cc2)n2c(=O)c(-c3ccco3)nc3ccccc32)cc1 (stereo unspecified)
(34) Cc1cc2nc(-c3ccc(Cl)cc3)c(CC3CCCCC3)n2c(C)c1Br
(35) Cc1ncc(CO)c(CO)c1OCC(O)CN1CCN(c2ccc(F)cc2)CC1 (stereo unspecified)
(36) Cc1ccc(S(=O)(=O)N2C[C@H]3C(=O)C[C@@H]4C(=O)N(c5ccccc5)C(=O)[C@@H]4[C@@H]3C[C@H]2c2cccc(Cl)c2)cc1
(37) C=CCC[C@@H](CCCCC)OC(=O)/C=C/[C@@H](O)[C@H](O)C[C@H](O)CC=C
(38) Cc1cc2nc(-c3ccc(C#N)cc3)c(Cc3cccc(F)c3)n2c(C)c1Br
(39) CC(C)Oc1ccc2ccccc2c1CNC[C@H]1O[C@@H](n2ccc(=O)[nH]c2=O)[C@H](O)[C@@H]1O
(40) COc1cc(OC)c(C2C=CC(=O)CC2)c(OC)c1 (stereo unspecified)

assay / compound,27,28,29,30,31,32,33,34,35,36,37,38,39,40
PrPC surface inh,-10,5,8,4,0,-3,5,5,3,-7,-6,1,-9,-1
CCHF vOTU inh,13,-2,-1,7,0,-4,6,-1,1,4,33*,-2,-3,7
TcdB inh,0.9,0.2,0.0,1.5,1.0,0.6,-0.8,0.4,1.0,0.1,3.7,1.4,0.7,1.1

(41) COC(=O)[C@]12CCCCC=C1N(Cc1cccc3ccccc13)C(=O)[C@H](CC(=O)NCC13CC4CC(CC(C4)C1)C3)C2
(42) CCOc1ccccc1-c1ccc(C(=O)NCc2ccc(Cl)cc2)o1
(43) CC1(C(=O)NC2CCCC2)CCC(=O)N1CCc1c[nH]c2ccccc12 (stereo unspecified)
(44) COc1ccc(OC)c(S(=O)(=O)CC(=O)c2cc3ccccc3oc2=O)c1
(45) Cn1[nH]c2c(c1=O)[C@H](c1ccc(F)cc1)O[C@H](CCc1ccccc1)C2
(46) O=C(Nc1ccc(F)cc1)C(c1ccnc2ccccc12)N1CCN(C(=O)c2ccco2)CC1 (stereo unspecified)
(47) COc1ccccc1CCn1cnc(C)c1CC(C)C
(48) O=C(NCc1ccccc1)[C@@H]1CCCN1C(=O)[C@H]1CCCN1C(=O)c1ccccc1
(49) S=C(SCc1nc(-c2ccc(Cl)cc2)no1)N1CCSCC1
(50) CN(C)C(=O)C[C@@H]1C=C[C@@H](NC(=O)C2CCC2)[C@@H](CO)O1

assay / compound,41,42,43,44,45,46,47,48,49,50
PrPC surface inh,-1,0,-2,3,-6,-8,5,-2,-5,-1
CCHF vOTU inh,5,-13,0,-3,2,7,6,1,0,-7
TcdB inh,0.5,3.4,0.2,1.2,0.0,0.1,0.2,0.6,-0.3,0.8&1.4

(51) COC(=O)[C@@]1(Cc2ccc(F)cc2)[C@H]2c3cc(C(=O)N(C)C)n(CCF)c3C[C@H]2CN1C(=O)c1ccccc1
(52) CCCN1CCCCC(NC(=O)c2c(F)cccc2F)C1=O (stereo unspecified)
(53) COC(=O)C1=C(C)N(Cc2ccccc2C(F)(F)F)C(=NCc2ccc3c(c2)OCO3)NC1c1cccc(F)c1 (stereo unspecified)
(54) Cc1ccc(CN(C)C[C@H]2OCc3cnnn3CCCC(=O)N([C@H](C)CO)C[C@@H]2C)cc1
(55) CC(C)C[C@H]1COc2cc(NCc3ccc(Cl)c(Cl)c3)ccc2S(=O)(=O)N1
(56) COC(=O)[C@@]1(Cc2ccc(OC)cc2)[C@H]2c3cc(C(=O)N4CCCC4)n(Cc4ccc(C)c(F)c4F)c3C[C@H]2CN1C(=O)c1ccccc1
(57) N#CC(c1ccccc1)c1ccc([N+](=O)[O-])cc1 (stereo unspecified)
(58) O=C(Nc1ccn(C2CCC(CO)O2)c(=O)n1)c1ccccc1 (stereo unspecified)
(59) Cc1cc(N2CCN(CC(C)(C)O)C[C@H]2C)ccc1N1CCN(Cc2ccccc2)[C@H](C)C1
(60) Nc1nc2c(ncn2[C@@H]2O[C@H](C(=O)N[C@@H](Cc3ccccc3)C(=O)NCC3CCCCC3)[C@@H](O)[C@H]2O)c(=O)[nH]1

assay / compound,51,52,53,54,55,56,57,58,59,60
PrPC surface inh,-3,-1,-9,7,6,-1,-16,-7,-2,-5
CCHF vOTU inh,1,-15,6,11,-6,13,9,7,23,1
TcdB inh,1.0,0.4,0.8,1.0&1.0,-0.4,-0.4,1.5,0.9,-4.7,1.9

(61) COc1cc2[nH]c(C)c(-c3ccccc3)c(=O)c2cc1Cl
(62) CCOC(=O)C1=CCC(c2cccn2C(=O)OC(C)(C)C)N(S(=O)(=O)c2ccc(C)cc2)C1 (stereo unspecified)
(63) CC(C)C[C@@H](CN1CCC[C@H]1CN1C(=O)C(=O)NC[C@@H]1Cc1ccccc1)N1C[C@H](Cc2ccccc2)N(CC2CCCCCC2)C(=O)C1=O
(64) CC(C)NC(=O)C1(C)CN(S(C)(=O)=O)CC(=O)N1Cc1cccc(F)c1 (stereo unspecified)
(65) CCOC(=O)C1=CCC(c2ccc(C)cc2)N(S(=O)(=O)c2ccc(C)cc2)C1 (stereo unspecified)
(66) CCCN(CC1CC1)c1cc2c(c3c1ccn3C)C1CCC2C1 (stereo unspecified)
(67) COCCN1C(=O)COc2ccccc2C1C(=O)NC1CCCC1 (stereo unspecified)
(68) CCOC(=O)[C@]12CCC=C1N(Cc1cccc3ccccc13)C(=O)[C@H](CC(=O)N1CCOCC1)C2
(69) CC(=NNc1cc(C)c2cc(C)ccc2n1)c1ccccn1
(70) c1ccc(-c2nc3ccccc3nc2-c2ccc(CN3CCC(n4nnc5ccccc54)CC3)cc2)cc1
(71) COC(=O)C1CC(OC(C)=O)C(=O)[C@H]2C1(C)CC[C@H]1C(=O)OC(c3ccoc3)CC12C (stereo partly specified)
(72) Cc1ccc(-c2nc3cc(C)c(Br)c(C)n3c2CC2CCCCC2)cc1
(73) CCOC(=O)c1noc2c1CCC2

assay / compound,61,62,63,64,65,66,67,68,69,70,71,72,73
PrPC surface inh,-2,0,-1,-2,1,-5,8,3,1,1,4,1,-5
CCHF vOTU inh,-1,5,8,-9,11,-1,8,24,13,-11,1,1,6
TcdB inh,0.9,0.1,2.8,-0.4,0.3,-9.6,-5.0,1.7,0.1,1.1,-0.1,0.4,-1.5
